HTR5A ag: HTR5A agonists in luminescence cell assay, primary screen, counter-screen for OPRM1-OPRD1 heterodimer agonist project, full-deck HTS | cell-based | 5-hydroxytryptamine receptor 5A (Homo sapiens), P47898 | activation, % at 9.3 µM | actives 0.61% (n = 340,000); in the data active = activation mostly above about 9.5%, no sharp cut-off; inactive = mostly below about 7.6%;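 also: 0% = cells with vehicle only and 100% = reference agonist; strong numbers were not always called active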
E coli growth: E. coli V3065 growth inhibition, primary screen, counter-screen for AddAB inhibitor project, absorbance, OD600 | actives 0.27% (n = 330,000) | 18 h | inhibition, % at 11.9 µM;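 active = inhibition above the campaign's mean inhibition across all tested compounds plus 3 SD, cut at about 9.9% in these data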;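 also: uninfected addAB+ strain grown without phage in ampicillin broth; 0% = DMSO wells and 100% = ciprofloxacin 0.95 µg/ml wells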
phage Ecoli inh: growth loss of phage-infected E. coli, primary screen, RecBCD inhibitor project, absorbance, with phage, HTS | inhibition, % at 11.9 µM | actives 0.26% (n = 360,000) | AID 651602, 2012; in the data active = inhibition above about 11%
SUMO Mot1 rescue: yeast Mot1-301 growth rescue at high temperature, primary screen, SUMOylation pathway inhibitor project, S. cerevisiae, ATP luminescence, 38.5C. S. cerevisiae Mot1-301 growth rescue; percent above DMSO median, 100 means doubled. growth rescue, % at 18.8 µM. AID 2716, 2010. actives 1% (n = 320,000);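 active = every valid replicate shows activation above 250% relative to neutral control wells; inactive = the rest, any valid replicate at or below 250%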;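 also: OY570 slx delta 5 strain wells were the positive control but not used for scaling; some compounds called inactive have numbers as strong as hits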
CDK5 p35 inh: inhibitors of human CDK5/p35 kinase, primary screen, biochemical, single concentration; Cyclin-dependent kinase 5 (Homo sapiens) + Cyclin-dependent kinase 5 activator 1 (Homo …; Recombinant CDK5/p35, ADP-Glo luminescence, 60 min; inhibition, % at 10 µM; actives 0.01% (n = 330,000); AID 488839, 2010;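 active = highest replicate inhibition of at least 50% and at least 75% of replicates reaching 50%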;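 also: plate controls were DMSO neutral control for no effect and GW8510 at 10 µM for full effect; many of its hits are not listed in these tables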
Tat export inh: E. coli Tat export inhibitors, primary screen, MC4100, TorA-mCherry reporter, fluorescence, single point | actives 0.036% (n = 340,000) | inhibition, % at 10 µM;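 active = mean replicate inhibition at least 50% and at least half of replicates individually reaching 50%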;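 also: exported cargo escapes ClpAP degradation while cytoplasmic cargo is degraded and loses fluorescence; 0% = median of neutral control wells and 100% = median of NaSCN control wells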
PKA-R1A activ: activators of PKA-R1A holoenzyme, primary screen, biochemical, fluorescence polarization, Cy5-IP20, bovine R1A, mouse PKAc. PKA-R1A dissociation; scaled: DMSO 0%, 113 µM cGMP 100%. activation, % at 11.4 µM. actives 0.083% (n = 340,000). cAMP-dependent protein kinase type I-alpha regulatory subunit (Bos taurus) + …. AID 504707, 2011;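 active = percent activation above the mean of all tested compounds plus 3 SD, cut at about 19% in these data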;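 also: higher means more PKAc released from R1A so a rise in polarization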
AddAB inh: growth inhibition of E. coli expressing H. pylori AddAB, primary screen, AddAB inhibitor project, absorbance | inhibition, % at 11.9 µM | actives 0.29% (n = 330,000); in the data active = inhibition above about 12%;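 also: 0% = vehicle wells of infected cells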
PKA-R2B activ: activators of PKA-R2B holoenzyme, primary screen, biochemical, fluorescence polarization, Cy5-IP20, human; activation, % at 11.4 µM; AID 504700, 2011; PKA-R2B holoenzyme dissociation; R2B truncated from residue 108, S112A mutant; 0% DMSO only, 100% 113 µM cGMP; cAMP-dependent protein kinase catalytic subunit beta (Homo sapiens) + cAMP-dependent …; actives 0.079% (n = 340,000);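 active = activation above a cutoff set at the mean over all compounds plus 3 SD, cut at about 18% in these data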;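 also: higher means more holoenzyme dissociation and a rise in polarization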
Target sequence (P31323 whole entry, looked up, other chains not shown, the tested form may be a part): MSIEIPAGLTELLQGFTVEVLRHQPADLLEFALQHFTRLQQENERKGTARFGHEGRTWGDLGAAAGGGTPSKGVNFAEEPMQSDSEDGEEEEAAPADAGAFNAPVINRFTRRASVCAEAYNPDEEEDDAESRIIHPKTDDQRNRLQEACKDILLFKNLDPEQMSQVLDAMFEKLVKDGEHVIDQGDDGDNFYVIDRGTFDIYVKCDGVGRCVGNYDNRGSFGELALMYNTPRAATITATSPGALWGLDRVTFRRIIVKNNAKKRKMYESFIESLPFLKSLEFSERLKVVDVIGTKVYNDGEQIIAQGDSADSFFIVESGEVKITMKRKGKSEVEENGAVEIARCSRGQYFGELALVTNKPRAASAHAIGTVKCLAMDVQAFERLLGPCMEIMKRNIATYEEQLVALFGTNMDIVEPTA
DAGLB inh: DAGLB lipase inhibitors, primary screen, biochemical, fluorescence, HTS | Diacylglycerol lipase-beta (Homo sapiens), Q8NCG7 | HEK293T DAGLB membrane lysate, EnzChek fluorogenic substrate | inhibition, % at 5.17 µM | actives 0.059% (n = 340,000) | AID 504411, 2011; in the data active = inhibition above about 34%;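 also: 0% = enzyme with vehicle and 100% = wells lacking enzyme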
Target sequence (Q8NCG7 whole entry, looked up): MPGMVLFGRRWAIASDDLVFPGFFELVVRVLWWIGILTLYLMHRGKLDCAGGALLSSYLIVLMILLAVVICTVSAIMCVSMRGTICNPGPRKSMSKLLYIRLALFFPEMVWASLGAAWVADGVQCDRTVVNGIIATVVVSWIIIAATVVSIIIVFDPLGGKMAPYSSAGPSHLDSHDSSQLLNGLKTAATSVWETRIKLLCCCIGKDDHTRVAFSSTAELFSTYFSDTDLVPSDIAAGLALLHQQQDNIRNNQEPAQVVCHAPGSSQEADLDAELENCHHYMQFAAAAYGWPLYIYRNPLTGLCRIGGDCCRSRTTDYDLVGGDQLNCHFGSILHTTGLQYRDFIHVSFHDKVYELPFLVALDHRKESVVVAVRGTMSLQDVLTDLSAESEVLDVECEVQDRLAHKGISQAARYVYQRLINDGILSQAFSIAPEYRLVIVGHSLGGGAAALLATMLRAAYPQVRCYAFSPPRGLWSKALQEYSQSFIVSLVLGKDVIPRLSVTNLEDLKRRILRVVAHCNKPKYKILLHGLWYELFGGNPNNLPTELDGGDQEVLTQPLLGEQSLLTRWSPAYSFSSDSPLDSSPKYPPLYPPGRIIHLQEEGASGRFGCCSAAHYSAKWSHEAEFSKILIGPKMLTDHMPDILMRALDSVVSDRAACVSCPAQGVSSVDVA
HTR5A inv ctr: HTR5A inverse agonists in luminescence cell assay, primary screen, counter-screen for OPRM1-OPRD1 heterodimer inverse agonist project, full-deck HTS | 5-hydroxytryptamine receptor 5A (Homo sapiens), P47898 | HTR5A cell line, inverse agonism | inhibition, % at 9.3 µM | actives 0.083% (n = 340,000) | AID 504634, 2011; in the data active = inhibition mostly above about 23%, no sharp cut-off; inactive = mostly below about 18%;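 also: 0% = cells with DMSO and 100% = no-cell wells with DMSO; some compounds called inactive have numbers as strong as hits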
Numbers without * were called inactive.

Results for COc1ccc(-c2nn(-c3ccccc3)cc2/C=C/C(=O)OCC(=O)Nc2ccccc2C#N)cc1 ?
HTR5A ag: 1; E coli growth: -0.8; phage Ecoli inh: 2.3; SUMO Mot1 rescue: 22; CDK5 p35 inh: -0.9; Tat export inh: -1; PKA-R1A activ: 2; AddAB inh: 0.8; PKA-R2B activ: -1; DAGLB inh: 1; HTR5A inv ctr: -4

Results for CC(C)Cn1c(Br)nc2c1c(=O)n(CCC#N)c(=O)n2C ?
HTR5A ag: 1; E coli growth: -0.9; phage Ecoli inh: 1.2; SUMO Mot1 rescue: 12; CDK5 p35 inh: 1.0; Tat export inh: -4; PKA-R1A activ: -9; AddAB inh: 1.6; PKA-R2B activ: -1; DAGLB inh: -1; HTR5A inv ctr: -24

What do the screens show for `COc1cccc(C=NNc2ccc([N+](=O)[O-])cn2)c1OC`?
HTR5A ag: 1; phage Ecoli inh: 3.2; CDK5 p35 inh: -1.0; Tat export inh: -10; PKA-R1A activ: -1; PKA-R2B activ: -9; DAGLB inh: 11; HTR5A inv ctr: -4

Results for Cc1ccc(NC(=O)C(C)C(=O)Nc2ccc(C)cc2)cc1 ?
E coli growth: -1.8; phage Ecoli inh: 4.0; SUMO Mot1 rescue: 244; CDK5 p35 inh: -0.8; Tat export inh: 7; AddAB inh: 1.4

Results for COc1ccc(NC(=O)C(Br)C(C)C)cc1 (stereo not drawn) ?
HTR5A ag: 3; E coli growth: 1.5; phage Ecoli inh: 2.6; SUMO Mot1 rescue: -6; CDK5 p35 inh: 0.8; Tat export inh: 0; PKA-R1A activ: -1; AddAB inh: 0.4; PKA-R2B activ: 2; DAGLB inh: -2; HTR5A inv ctr: -26

How did O=C(O)CSc1c2c(nc3cc(C(=O)N4CCOCC4)ccc13)CCCC2 do in these assays?
HTR5A ag: 3; E coli growth: 1.0; phage Ecoli inh: 1.8; SUMO Mot1 rescue: -4; CDK5 p35 inh: -2.5; Tat export inh: -10; PKA-R1A activ: -3; AddAB inh: 1.0; PKA-R2B activ: -17; DAGLB inh: -2; HTR5A inv ctr: -17

How did c1cc(C(c2nnnn2C2CCCC2)N2CCOCC2)ccn1 (stereo not drawn) do in these assays?
HTR5A ag: 4; E coli growth: -1.7; phage Ecoli inh: -0.6; SUMO Mot1 rescue: -29; CDK5 p35 inh: -1.3; Tat export inh: -1; PKA-R1A activ: 4; AddAB inh: -1.1; PKA-R2B activ: -13; DAGLB inh: -1; HTR5A inv ctr: -16

What do the screens show for `CCOC(=O)c1sc(N(Cc2ccccc2)C(=O)CN2C(=O)CN(C)C2=O)nc1C`?
HTR5A ag: 2; E coli growth: 3.4; phage Ecoli inh: 1.1; SUMO Mot1 rescue: -6; CDK5 p35 inh: -2.2; Tat export inh: -4; PKA-R1A activ: -16; AddAB inh: -1.9; PKA-R2B activ: -13; DAGLB inh: -1; HTR5A inv ctr: -28

Results for CN(Cc1ccco1)c1ncnc2ccc(-c3ccc4c(c3)OCO4)cc12 ?
HTR5A ag: 0; E coli growth: 0.2; phage Ecoli inh: 0.0; SUMO Mot1 rescue: -28; CDK5 p35 inh: 1.0; Tat export inh: 6; PKA-R1A activ: 6; AddAB inh: 1.1; PKA-R2B activ: -4; DAGLB inh: -4; HTR5A inv ctr: -1

Results for COc1ccc(-c2nc(CS(=O)CC(=O)NC3CCCCCC3)c(C)o2)cc1 (stereo not drawn) ?
HTR5A ag: 1; E coli growth: -1.8; phage Ecoli inh: -0.5; SUMO Mot1 rescue: 19; CDK5 p35 inh: -0.6; Tat export inh: 6; PKA-R1A activ: -7; AddAB inh: 2.3; PKA-R2B activ: -8; DAGLB inh: -1; HTR5A inv ctr: 5

How did COc1ccc(NC(=O)COC(=O)c2cccc(S(=O)(=O)N(C)C)c2)cc1 do in these assays?
HTR5A ag: 2; phage Ecoli inh: 2.4; CDK5 p35 inh: -0.2; Tat export inh: -10; PKA-R1A activ: 2; PKA-R2B activ: -1; DAGLB inh: 3; HTR5A inv ctr: -6

What do the screens show for `COc1ccc(-c2nn(-c3ccccc3)cc2C(=O)NC(=S)Nc2cc(Cl)ccc2Cl)cc1`?
HTR5A ag: 2; E coli growth: 0.5; phage Ecoli inh: 2.3; SUMO Mot1 rescue: -1; CDK5 p35 inh: -1.2; Tat export inh: 8; PKA-R1A activ: 0; AddAB inh: -0.5; PKA-R2B activ: -2; DAGLB inh: 1; HTR5A inv ctr: -13

What do the screens show for `CC(C)=C(NC(=O)c1ccccc1)C(=O)Nc1cccc(C)c1`?
HTR5A ag: -4; E coli growth: 0.0; phage Ecoli inh: 0.4; SUMO Mot1 rescue: -9; CDK5 p35 inh: 1.1; Tat export inh: -4; PKA-R1A activ: 2; AddAB inh: 0.3; PKA-R2B activ: 0; DAGLB inh: 2; HTR5A inv ctr: 11

How did COc1cc(-c2cc3nc4ccccc4n3c(N)c2C#N)cc(OC)c1OC do in these assays?
HTR5A ag: -2; E coli growth: 2.2; phage Ecoli inh: -0.3; SUMO Mot1 rescue: -8; CDK5 p35 inh: -0.7; Tat export inh: -9; PKA-R1A activ: -8; AddAB inh: 2.6; PKA-R2B activ: -5; DAGLB inh: -1; HTR5A inv ctr: -8

What do the screens show for `Cc1nn(C(=O)N2CCOCC2)c(C)c1C`?
HTR5A ag: 3; E coli growth: 0.6; phage Ecoli inh: 4.5; SUMO Mot1 rescue: 3; CDK5 p35 inh: 0.3; Tat export inh: 1; PKA-R1A activ: 3; AddAB inh: -0.3; PKA-R2B activ: 3; DAGLB inh: 1; HTR5A inv ctr: -15

What do the screens show for `CCCc1cc(Nc2cccc(OC)c2)n2ncnc2n1`?
HTR5A ag: 0; E coli growth: -0.2; phage Ecoli inh: 4.2; SUMO Mot1 rescue: 5; CDK5 p35 inh: 9.2; Tat export inh: -2; PKA-R1A activ: -1; AddAB inh: -1.7; PKA-R2B activ: -3; DAGLB inh: -1; HTR5A inv ctr: -32

What do the screens show for `O=C(CN(Cc1ccccc1)S(=O)(=O)c1ccccc1)NC1CC1`?
HTR5A ag: 2; E coli growth: 0.1; phage Ecoli inh: 2.2; SUMO Mot1 rescue: -12; CDK5 p35 inh: -1.5; Tat export inh: 0; PKA-R1A activ: 10; AddAB inh: 2.6; PKA-R2B activ: -1; DAGLB inh: -1; HTR5A inv ctr: 14

How did Cc1ccccc1CN1C(=O)C(C)S/C1=N/N=C/c1ccco1 (stereo not drawn) do in these assays?
HTR5A ag: 3; E coli growth: 1.7; phage Ecoli inh: 4.1; SUMO Mot1 rescue: 23; CDK5 p35 inh: 0.0; Tat export inh: 0; PKA-R1A activ: -9; AddAB inh: 2.2; PKA-R2B activ: -4; DAGLB inh: -6; HTR5A inv ctr: -17

How did COc1ccc(S(=O)(=O)N2CCC(C(=O)N3CCOCC3)CC2)cc1Cl do in these assays?
HTR5A ag: -3; E coli growth: -0.9; phage Ecoli inh: 3.3; SUMO Mot1 rescue: -19; CDK5 p35 inh: 0.2; Tat export inh: -5; PKA-R1A activ: -1; AddAB inh: 2.8; PKA-R2B activ: 6; DAGLB inh: -1; HTR5A inv ctr: 8

Results for CCOC(=O)C1=C(COC(=O)c2ncc(Cl)c(Cl)c2Cl)NC(=O)NC1C (stereo not drawn) ?
HTR5A ag: 1; E coli growth: 2.9; phage Ecoli inh: -0.2; SUMO Mot1 rescue: -3; CDK5 p35 inh: 0.4; Tat export inh: -1; PKA-R1A activ: -10; AddAB inh: 1.5; PKA-R2B activ: 3; DAGLB inh: 3; HTR5A inv ctr: 6

What do the screens show for `COc1cc(/C=N/Nc2nc3ccccc3s2)ccc1O`?
HTR5A ag: 1; E coli growth: -1.3; phage Ecoli inh: -2.2; SUMO Mot1 rescue: 0; CDK5 p35 inh: 0.7; Tat export inh: 1; PKA-R1A activ: -8; AddAB inh: 0.9; PKA-R2B activ: -6; DAGLB inh: 6; HTR5A inv ctr: 28

What do the screens show for `CN(C)S(=O)(=O)c1cc(NC(=O)COC(=O)c2nc(Cl)ccc2Cl)ccc1Cl`?
HTR5A ag: 2; E coli growth: 1.3; phage Ecoli inh: 3.6; SUMO Mot1 rescue: 13; CDK5 p35 inh: 0.3; Tat export inh: -3; PKA-R1A activ: 7; AddAB inh: -1.6; PKA-R2B activ: 4; DAGLB inh: -1; HTR5A inv ctr: -6

How did COc1cc(CNCCO)ccc1OCC(=O)Nc1ccc(Br)cc1 do in these assays?
HTR5A ag: -2; E coli growth: -3.0; phage Ecoli inh: 3.9; SUMO Mot1 rescue: -1; CDK5 p35 inh: 1.6; Tat export inh: -6; PKA-R1A activ: 1; AddAB inh: -3.3; PKA-R2B activ: -5; DAGLB inh: 3; HTR5A inv ctr: -23

What do the screens show for `Cn1c(=O)c(C(=O)Nc2ccccc2S(N)(=O)=O)c(O)c2ccccc21`?
HTR5A ag: 8; E coli growth: -0.4; phage Ecoli inh: 6.5; SUMO Mot1 rescue: 31; CDK5 p35 inh: 0.9; Tat export inh: -7; PKA-R1A activ: -5; AddAB inh: 0.5; PKA-R2B activ: -10; DAGLB inh: -5; HTR5A inv ctr: -9

Results for CC1(C)CC2CC(C)(CN2S(=O)(=O)c2ccc(F)cc2F)C1 (stereo not drawn) ?
HTR5A ag: -4; E coli growth: 2.8; phage Ecoli inh: 1.4; SUMO Mot1 rescue: 81; CDK5 p35 inh: 0.4; Tat export inh: 9; PKA-R1A activ: -12; AddAB inh: 2.6; PKA-R2B activ: -5; DAGLB inh: -9; HTR5A inv ctr: 9

What do the screens show for `O=C(Nc1cccc(C(F)(F)F)c1)Nc1ccc2[nH]c(=O)[nH]c2c1`?
HTR5A ag: 13*; E coli growth: 0.2; phage Ecoli inh: 3.5; SUMO Mot1 rescue: 8; CDK5 p35 inh: 0.9; Tat export inh: -5; PKA-R1A activ: -3; AddAB inh: -1.6; PKA-R2B activ: -4; DAGLB inh: 2; HTR5A inv ctr: -48

Results for COc1cc(N2CCCC2)c(OC)cc1/C=C(/C#N)c1ccc(Br)cc1 ?
HTR5A ag: -1; E coli growth: 0.7; phage Ecoli inh: 0.2; SUMO Mot1 rescue: 2; CDK5 p35 inh: -0.1; Tat export inh: -5; PKA-R1A activ: 1; AddAB inh: 1.4; PKA-R2B activ: 3; DAGLB inh: -3; HTR5A inv ctr: 6
